Source: PubChem BioAssay (Sanford-Burnham Center for Chemical Genomics)
TIM10 inh = growth inhibitors of isogenic TIM10 control yeast, primary screen, counter-screen for tim10-1 yeast inhibitor project, luminescence, uHTS; S. cerevisiae TIM10 strain growth, BacTiter-Glo luminescence, 24 h; inhibition, % at 10 µM; hit rate 1.4% among 330,000;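 active means inhibition of 40% or more at the single tested concentration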;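 further: wild-type TIM10 isogenic control strain grown at permissive 25 °C; 0% = DMSO yeast wells and 100% = minimal medium wells without yeast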
NALP3 yeast inh = NALP3 inflammasome inhibitors in reconstituted yeast, primary screen, luminescence, uHTS; Yeast reconstituted NLRP3/ASC/caspase-1, beta-gal luminescence, 24 h; inhibition, % at 10 µM; hit rate 0.39% among 330,000;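 active means inhibition of 50% or more; inactive means inhibition below 50%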;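 further: plate controls were induced DMSO wells for no effect and uninduced yeast grown without galactose for full effect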
hIAP inh = human IAP inhibitors, primary screen, biochemical, luminescence, uHTS; purified IAP, CDP-Star luminescence, 30 min; inhibition, % at 10 µM; hit rate 0.12% among 330,000; AID 2544, 2010;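 active means inhibition reaching a set limit with compound at 10 µM in the primary screen, cut at about 35% in these data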;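 further: plate controls were DMSO wells with enzyme for no effect and no-enzyme buffer wells for full effect; values of inactives mirror those of a sister screen read the other way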
Target sequence (P09923 whole entry, looked up): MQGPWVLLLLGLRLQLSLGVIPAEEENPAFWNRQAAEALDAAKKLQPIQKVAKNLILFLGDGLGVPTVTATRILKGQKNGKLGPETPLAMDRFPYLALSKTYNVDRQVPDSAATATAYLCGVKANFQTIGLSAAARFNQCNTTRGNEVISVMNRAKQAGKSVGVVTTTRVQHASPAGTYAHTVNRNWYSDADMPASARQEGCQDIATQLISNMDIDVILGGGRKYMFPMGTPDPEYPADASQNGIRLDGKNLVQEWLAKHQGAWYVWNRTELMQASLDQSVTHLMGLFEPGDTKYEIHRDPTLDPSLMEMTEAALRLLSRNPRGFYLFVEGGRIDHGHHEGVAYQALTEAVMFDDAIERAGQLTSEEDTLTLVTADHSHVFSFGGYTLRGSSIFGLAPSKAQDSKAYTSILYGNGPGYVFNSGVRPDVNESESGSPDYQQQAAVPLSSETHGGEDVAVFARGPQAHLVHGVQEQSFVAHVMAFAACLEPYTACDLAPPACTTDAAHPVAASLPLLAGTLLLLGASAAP
tim10-1 inh = growth inhibitors of tim10-1 mutant yeast, primary screen, luminescence, uHTS; S. cerevisiae tim10-1 ts strain growth, BacTiter-Glo, 24 h; hit rate 2.2% among 330,000; inhibition, % at 20 µM; AID 463190, 2010;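 active means inhibition of at least 40%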;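 further: mutant grown at 25 °C; 0% = DMSO wells with yeast and 100% = wells holding no yeast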
mIAP act = activators of mouse IAP, primary screen, biochemical, luminescence, uHTS; intestinal alkaline phosphatase [Mus musculus]; muIAP, CDP-Star luminescence, 30 min; stronger effect = higher value; 1 = vehicle-only enzyme signal, 0 = enzyme-free wells; activation factor at 10 µM; hit rate 0.24% among 330,000; AID 2805, 2010;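 active means activation factor of at least 2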; further: the source names both 10 and 20 µM as test concentration; values of inactives mirror those of a sister screen read the other way
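Assay system: mouse IAP enzyme; Reagent: CDP-Star chemiluminescent phosphatase substrate; Compound: DMSO-dissolved test compounds; Incubation: 30 min, room temperature; Technique: luminescence from enzymatic CDP-Star hydrolysis; Controls: DMSO-only wells and no-enzyme negative control.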
hIAP act = human IAP activators, primary screen, biochemical, luminescence, uHTS; purified human IAP, CDP-Star luminescence, 30 min; stronger effect = higher value; 1 = vehicle-only enzyme, 0 = enzyme-free background; activation factor at 10 µM; hit rate 0.16% among 330,000; Intestinal-type alkaline phosphatase (Homo sapiens), P09923;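 active means activation factor of the enzyme at least 2-fold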; further: the source names both 10 and 20 µM as test concentration; values of inactives mirror those of a sister screen read the other way
mIAP block = inhibitors of mouse IAP, primary screen, biochemical, luminescence, uHTS. purified mouse IAP, CDP-Star luminescence, 30 min. intestinal alkaline phosphatase [Mus musculus]. AID 2806, 2010. inhibition, % at 10 µM. hit rate 0.2% among 330,000;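 active means inhibition of at least 40% at 10 µM in the primary screen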;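 further: plate controls were DMSO with enzyme for no effect and no enzyme wells for full effect; values of inactives mirror those of a sister screen read the other way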
ATG4B inhibitor = ATG4B protease inhibitors, primary screen, biochemical, fluorescence, uHTS | hit rate 0.51% among 340,000 | inhibition, % at 8.33 µM | ATG4B cleavage of LC3-PLA2, NBD-HPC fluorescence, 1 h | AID 504462, 2011; in the data active means inhibition above about 40%
Target sequence (Q9Y4P1 whole entry, looked up): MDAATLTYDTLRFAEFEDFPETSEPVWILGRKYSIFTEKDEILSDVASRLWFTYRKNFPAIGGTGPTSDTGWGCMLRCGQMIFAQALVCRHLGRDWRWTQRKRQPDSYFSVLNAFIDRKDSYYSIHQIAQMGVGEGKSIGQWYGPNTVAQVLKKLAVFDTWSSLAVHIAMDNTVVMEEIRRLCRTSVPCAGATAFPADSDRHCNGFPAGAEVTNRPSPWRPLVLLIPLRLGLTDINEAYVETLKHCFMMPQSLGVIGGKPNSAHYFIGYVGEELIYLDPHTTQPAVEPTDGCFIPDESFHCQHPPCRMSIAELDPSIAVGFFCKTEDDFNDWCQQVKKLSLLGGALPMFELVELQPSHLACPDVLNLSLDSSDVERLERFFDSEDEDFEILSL
Apaf1 inhib = inhibitors of human Apaf-1 apoptosome, primary screen, biochemical, DEVD-Rh110 fluorescence, uHTS | hit rate 0.71% among 330,000 | AID 489030, 2010 | inhibition, % at 20 µM | reconstituted apoptosome caspase-3 activity | Apoptotic protease-activating factor 1 (Homo sapiens), O14727; active means inhibition of at least 40% at 20 µM;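 further: plate controls were DMSO wells for no effect and DEVD-CHO caspase inhibitor wells for full effect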
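Medium: Hepes buffer, pH 7.5 / System: biochemical Apaf-1 apoptosome reconstitution / Measured by: Rh110 fluorescence, excitation 480 nm, emission 540 nm / Times: compound with Apaf-1, dATP, procaspase-3 30 min, then 50 min reaction, room temperature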
Active calls of the source: *; . = not tested or not shown.

SMILES	TIM10 inh	NALP3 yeast inh	hIAP inh	tim10-1 inh	mIAP act	hIAP act	mIAP block	ATG4B inhibitor	Apaf1 inhib
COc1ccc(CCN2C(=O)NC(NS(=O)(=O)c3ccc(Cl)cc3)(C(F)(F)F)C2=O)cc1OC (stereo not given)	-3	15	-8	2	1	1.1	-2	-6	1
Cc1ccccc1-n1c(C)cc(/C=N/NC(=O)c2ccc(CN3CCOCC3)cc2)c1C	17	-1	-5	23	0.96	1.1	4	-12	-7
Cc1ccc(-c2cc3ncc(C#N)c(N)n3n2)cc1	-1	18	-3	5	0.9	1	10	5	-2
COc1cccc(CC(=O)Nc2ccc3c(c2)OC2(CCCC2)O3)c1	16	32	21	22	1.2	0.79	-18	7	16
O=C(OCc1cnc(Cl)s1)c1c(F)cccc1F	-2	27	1	0	1.1	0.99	-12	1	7
CCOC(=O)C1=CC[C@@H](c2ccco2)N(S(=O)(=O)c2ccc(C)cc2)[C@H]1C(=O)OCC	8	16	3	15	0.9	0.97	10	-6	11
CCOC(=O)c1ccc(NC(=S)N2CCCC2c2ccc(OC)c(OC)c2)cc1 (stereo not given)	6	20	-9	17	1.1	1.1	-7	8	10
CCSc1nnc(NC(=O)[C@@H](NC(=O)c2ccccc2F)C(C)C)s1	1	10	-7	12	0.87	1.1	13	-7	12
O=C(Oc1ccc2c(c1)O/C(=C\c1ccncc1)C2=O)c1cccs1	-1	10	-16	23	0.98	1.2	2	2	-7
Cc1cccc(-n2cnc(C(=O)NNC(=S)Nc3ccc(Cl)cc3)c2)n1	-2	21	-102	-9	0.85	2*	15	-2	-1
C=CCNC(=S)Nc1ccc(Cl)c(S(=O)(=O)N2CCOCC2)c1	14	23	11	24	1.1	0.89	-12	-4	-5
COCCCNCC(O)COc1ccccc1F (stereo not given)	1	-4	-2	2	1	1	0	-2	-21
O=C(CSc1nc2ccc(Nc3nc(N4CCOCC4)nc(N4CCOCC4)n3)cc2s1)Nc1ccccc1F	-9	16	-18	-2	1	1.2	-1	-7	11
C/C(=C\c1ccco1)C1C(C#N)=C(N)OC2=C1C(=O)CC(C)(C)C2 (stereo not given)	11	11	4	20	1	0.96	0	15	5
Cc1ccc(/C=N/n2c(=O)c(C(C)(C)C)nn3cnnc23)cc1	-10	7	-9	17	1.1	1.1	-6	-4	6
Cc1ccc(S(=O)(=O)Nc2cc(-c3ccccc3)nn2C)cc1	16	10	1	21	1.1	0.99	-8	-2	-7
CC(C)(C)c1ccc(-c2cc(N)n[nH]2)cc1	13	18	7	12	0.89	0.93	11	4	7
C[C@H](NC(=O)c1nc[nH]c1C(=O)N[C@@H](CCCCN)C(=O)OC(C)(C)C)C(=O)OCc1ccccc1	-2	24	-42	8	0.98	1.4	2	2	11
COc1ccc(N2C(=NC(=O)C3CCCCC3)SC3CS(=O)(=O)CC32)cc1 (stereo not given)	-1	8	-21	15	0.97	1.2	3	10	4
C=CCNC(=O)C1CCN(S(=O)(=O)c2cccs2)CC1	-2	2	-8	-6	1	1.1	-1	9	2
COc1ccc(NC(=O)C23CC4CC(C2)CC(c2ccc(C)cc2)(C4)C3)cc1	29	25	9	11	1.3	0.91	-30	13	18
CC(C)c1ccc(S(=O)(=O)N2CCN(C(C)C(=O)N3CCCC3)CC2)cc1 (stereo not given)	2	9	19	14	0.99	0.81	1	-6	-4
O=C(COc1ncnc2sccc12)N1CCc2ccccc2C1	-17	8	12	26	1	0.88	-3	8	2
O=C1NCCN(Cc2c(F)cccc2Cl)C1CC(=O)N1CCCO1 (stereo not given)	-4	8	3	5	1	0.97	-3	-1	4
Cc1cc(C)c(C(=O)OCC(=O)Nc2cccc(S(=O)(=O)N3CCCCC3)c2)c(C)c1	6	3	-2	15	1.4	1	-38	-17	12
COc1ccc(OCCCC(=O)OC(C)C(=O)Nc2ccc(S(N)(=O)=O)cc2)cc1 (stereo not given)	-2	8	-2	8	0.98	1	2	-16	-1
COc1ccccc1-n1c(-c2ccc(NS(C)(=O)=O)cc2)n[nH]c1=S	12	22	-11	11	1.1	1.1	-6	-6	-18
Cc1cc(S(=O)(=O)NCC(C)C)ccc1OCC(=O)N1CCOCC1	2	12	5	-23	1	0.95	-4	-5	-6
CC1CCCC(C)N1C(=O)CSc1nccc(=O)[nH]1 (stereo not given)	-5	11	0	-2	0.99	1	1	-1	-1
c1ccc(-c2cc3nccc(-c4ccccn4)n3n2)cc1	32	15	4	15	0.99	0.95	1	-11	5
C[C@H](CO)N1C[C@H](C)[C@@H](CN(C)S(=O)(=O)c2ccc(F)cc2)Oc2ccc(NC(=O)C3CC3)cc2C1=O	0	12	15	8	0.97	0.85	3	-6	3
Cc1[nH]c2ccccc2c1C(=O)/C=C/c1ccccc1	14	63*	-86	27	1.1	1.9	-6	-8	10
Cc1cc(OCCOCCN(C)CCO)cc(C)c1Cl	1	21	-5	-9	1	1	-2	7	0
COc1ccc(OCC(=O)Nc2ccc3c(c2)n(C)c(=O)n3C)cc1	16	-18	26	4	1	0.73	-3	-1	-2
O=c1[nH]c(CSc2ccccn2)nc2c1cnn2-c1ccccc1	-9	5	-2	-16	0.98	1	2	-1	-4
COc1ccc(-n2nc(C(=O)NCC(=O)N3CCN(Cc4ccccc4)CC3)c3ccccc3c2=O)cc1	0	17	-6	20	0.93	1.1	7	-6	25
CC(C)(C)C1CCc2c(sc3nc(SCC(N)=O)nc(N)c23)C1 (stereo not given)	1	7	-18	-1	1	1.2	0	43*	15
CCN(CC)C(=O)Cn1c(=O)n(C)c2ccccc21	-3	9	0	-2	0.98	1	2	-6	4
Cc1cc(Nc2c(C)n(C)n(-c3ccccc3)c2=O)c2ccccc2n1	-15	6	-1	16	1	1	-1	4	-2
CCOc1ccc(-c2nc(=S)[nH][nH]2)cc1	1	17	10	-26	0.97	0.9	3	-6	-9

Part of the list above in order of number of heavy atoms, low to high.
SMILES	TIM10 inh	NALP3 yeast inh	hIAP inh	tim10-1 inh	mIAP act	hIAP act	mIAP block	ATG4B inhibitor	Apaf1 inhib
CCOc1ccc(-c2nc(=S)[nH][nH]2)cc1	1	17	10	-26	0.97	0.9	3	-6	-9
CCN(CC)C(=O)Cn1c(=O)n(C)c2ccccc21	-3	9	0	-2	0.98	1	2	-6	4
Cc1cc(OCCOCCN(C)CCO)cc(C)c1Cl	1	21	-5	-9	1	1	-2	7	0
c1ccc(-c2cc3nccc(-c4ccccn4)n3n2)cc1	32	15	4	15	0.99	0.95	1	-11	5
O=C(COc1ncnc2sccc12)N1CCc2ccccc2C1	-17	8	12	26	1	0.88	-3	8	2
O=c1[nH]c(CSc2ccccn2)nc2c1cnn2-c1ccccc1	-9	5	-2	-16	0.98	1	2	-1	-4
COc1ccccc1-n1c(-c2ccc(NS(C)(=O)=O)cc2)n[nH]c1=S	12	22	-11	11	1.1	1.1	-6	-6	-18
Cc1cc(Nc2c(C)n(C)n(-c3ccccc3)c2=O)c2ccccc2n1	-15	6	-1	16	1	1	-1	4	-2
CC(C)c1ccc(S(=O)(=O)N2CCN(C(C)C(=O)N3CCCC3)CC2)cc1 (stereo not given)	2	9	19	14	0.99	0.81	1	-6	-4
COc1ccc(NC(=O)C23CC4CC(C2)CC(c2ccc(C)cc2)(C4)C3)cc1	29	25	9	11	1.3	0.91	-30	13	18
COc1ccc(OCCCC(=O)OC(C)C(=O)Nc2ccc(S(N)(=O)=O)cc2)cc1 (stereo not given)	-2	8	-2	8	0.98	1	2	-16	-1
Cc1cc(C)c(C(=O)OCC(=O)Nc2cccc(S(=O)(=O)N3CCCCC3)c2)c(C)c1	6	3	-2	15	1.4	1	-38	-17	12
C[C@H](CO)N1C[C@H](C)[C@@H](CN(C)S(=O)(=O)c2ccc(F)cc2)Oc2ccc(NC(=O)C3CC3)cc2C1=O	0	12	15	8	0.97	0.85	3	-6	3
COc1ccc(-n2nc(C(=O)NCC(=O)N3CCN(Cc4ccccc4)CC3)c3ccccc3c2=O)cc1	0	17	-6	20	0.93	1.1	7	-6	25

Further compounds follow.
SMILES	TIM10 inh	NALP3 yeast inh	hIAP inh	tim10-1 inh	mIAP act	hIAP act	mIAP block	ATG4B inhibitor	Apaf1 inhib
COc1ccc(S(=O)(=O)N2CCOCC2)cc1NC(=O)CSc1nnc(N)s1	-9	10	4	-9	0.94	0.96	6	6	3
COCc1nnc(N)s1	-4	8	3	-1	0.91	0.97	9	-18	1
O=C(Cn1c2ccccc2c(=O)c2ccccc21)Nc1ccccc1F	-13	-3	4	20	1.1	0.96	-10	2	3
N#Cc1ccccc1NC(=O)CC1CCCCC1	6	12	13	12	1	0.87	-3	-3	0
CN1CCN(NC(=O)c2cccc3ccccc23)CC1	0	5	10	-10	0.98	0.9	2	3	-3
COc1ccc(C2=NOC(Cn3nc(C(=O)NCc4ccccc4OC)cc3-c3ccccc3)C2)cc1 (stereo not given)	2	6	11	6	1.1	0.89	-6	16	10
CCCc1nc2sc3c(=O)n(N)cnc3c2c2c1CCCC2	23	-2	2	26	0.91	0.98	9	5	-2
COc1ccccc1C(=O)NCc1ccncc1	3	4	-7	2	0.97	1.1	3	8	-25
O=C(Nc1ccc(Cl)cc1C(=O)N1CCOCC1)c1cccc([N+](=O)[O-])c1	13	-2	10	15	1	0.9	-2	.	-12
Cc1ccc(-n2c(=O)[nH]c3c(C(N)=O)nc(-c4ccc(C)o4)nc32)cc1	37	4	-91	4	0.77	1.9	24	-8	10
COc1ccc(-c2nc(SC(C)C(=O)Nc3ccc(NC(C)=O)cc3)n[nH]2)cc1 (stereo not given)	-3	14	3	-15	1	0.97	-1	-6	-4
CCOC(=O)c1nnn(-c2nc(N(C)C)nc(N(C)C)n2)c1C	-3	17	1	24	1	0.99	0	-4	-5
Cc1c(N/C=C(\Cl)C(=O)C(F)(F)F)c(=O)n(-c2ccccc2)n1C	-15	3	0	0	0.86	1	14	-7	9
CC(=O)c1c(C)nn(C(=O)c2cccs2)c1C	-1	1	10	10	0.99	0.9	1	1	-8
COc1ccc(NC(=S)NC(=O)/C=C/c2cccs2)cc1	6	8	23	10	0.97	0.77	3	-7	-17
c1ccc2oc(-c3nn4c(Cn5cnc6ccccc65)nnc4s3)cc2c1	-36	3	0	-15	0.94	1	6	-4	-8
Cc1c(C#N)c2ccccc2n1CC(=O)NCC1CCCO1 (stereo not given)	20	17	9	21	0.98	0.91	2	-5	-5
COC(=O)c1c(NC(=O)CN2CCN(c3ccccc3)CC2)c2c(C)cccc2n1C	5	21	-10	25	1.1	1.1	-7	-22	11
Cn1c(SCC#N)nc2ccccc2c1=O	2	4	-2	0	0.99	1	1	-8	-3
